# Screens from PubChem BioAssay.
# IMP-1 inh – IMP-1 metallo-beta-lactamase inhibitors, primary screen, biochemical, epi-absorbance readout, Pseudomonas aeruginosa enzyme; inhibition, % at 5.6 µM; 290,000 compounds, 0.45% hits; purified IMP-1, nitrocefin hydrolysis, epi-absorbance fluorescence; metallo-beta-lactamase IMP-1 (Pseudomonas aeruginosa);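 active = inhibition above the mean plus 3 SD of all compounds in the same screening run, cut at about 4.5% in these data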;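 also: 0% = IMP-1 with DMSO and 100% = DMSO wells lacking enzyme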
#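 System: Purified recombinant IMP-1 metallo-beta-lactamase enzyme | Measured by: Fluorescence quenching readout, ex 480/em 530 nm | Replication: Singlicate | Incubation: 15 min preincubation plus 25 min reaction at 25 °C | Evaluation: Percent inhibition from optical density relative to buffer-blank wells | Benchmarks: DMSO with and without IMP-1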
# GalR3 antagonist – GalR3 antagonists in HEK293 cells, primary screen, cell-based, fluorescence readout; inhibition, % at 3 µM; 360,000 compounds, 0.44% hits; AID 651719, 2012; HEK293 GalR3-CNG cAMP membrane potential fluorescence; galR3 body fused to GalR1 C-terminus; Galanin receptor type 3 (Homo sapiens), O60755;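 active = inhibition above the screen-wide average plus 3 SD, cut at about 13% in these data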;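 also: forskolin and galanin both at EC90 stimulate the cells; cAMP rise reported by CNG channel membrane potential dye signal; 0% = forskolin plus galanin with DMSO and 100% = forskolin alone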
# Target sequence (O60755 1-299 limits assumed): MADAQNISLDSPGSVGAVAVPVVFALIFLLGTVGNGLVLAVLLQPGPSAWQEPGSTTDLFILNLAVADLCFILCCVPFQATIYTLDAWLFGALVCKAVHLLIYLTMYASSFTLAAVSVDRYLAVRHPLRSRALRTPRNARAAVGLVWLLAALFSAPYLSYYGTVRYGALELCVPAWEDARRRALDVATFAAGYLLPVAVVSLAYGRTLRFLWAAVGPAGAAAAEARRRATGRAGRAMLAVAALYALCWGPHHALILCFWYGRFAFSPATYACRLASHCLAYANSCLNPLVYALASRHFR
# CRFR2-BP antag – antagonists of CRF-BP/CRF-R2 complex, primary screen, cell-based, HEK293, calcium dye fluorescence, uHTS. CRF-induced calcium fluorescence. inhibition, % at 11.8 µM. 350,000 compounds, 0.59% hits;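 active = inhibition of the ligand-induced calcium signal above about 50% at the single tested concentration, limit read from the data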
# SUMO HTRF inh – inhibitors of in vitro SUMOylation cascade, primary screen, biochemical, HTRF, uHTS; SUMO-conjugating enzyme UBC9 (Homo sapiens), P63279; HTRF SUMOylation assay, SAE1/SAE2 + UBC9; inhibition, % at 35 µM; 290,000 compounds, 0.36% hits; AID 2006, 2009; in the data active = inhibition above about 50%, passing the limit was not always enough; also: strong numbers were not always called active
# Target sequence (P63279 whole entry, looked up): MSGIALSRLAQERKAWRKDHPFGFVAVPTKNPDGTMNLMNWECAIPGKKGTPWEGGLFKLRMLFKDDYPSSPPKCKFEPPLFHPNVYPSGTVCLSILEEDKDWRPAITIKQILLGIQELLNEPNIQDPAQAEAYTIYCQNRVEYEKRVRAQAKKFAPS
# IDE inh – human IDE inhibitors in live cells, primary screen, fluorescence polarization, HEK cells, FAbetaB substrate | inhibition, % at 5.59 µM | FAbetaB cleavage | Insulin-degrading enzyme (Homo sapiens), P14735 | 320,000 compounds, 0.41% hits;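 active = percent inhibition above the average of all tested compounds plus 3 SD, set per screening campaign, cut at about 16% in these data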;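 also: IDE supplied by intact live HEK cells; FP after avidin binding of uncleaved biotin substrate so inhibition keeps polarization high; 0% = DMSO wells and 100% = 60 µM reference IDE inhibitor Ii1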
# NS3 helicase inh – inhibitors of HCV NS3 helicase, primary screen, biochemical, Cy5 molecular beacon fluorescence; Hepatitis C virus NS3 helicase; NS3 helicase DNA unwinding; inhibition, % at 10.9 µM; 290,000 compounds, 0.56% hits; AID 1800, 2009;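 active = inhibition above the mean of all tested compounds plus 3 SD, set per campaign, cut at about 35% in these data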;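 also: 0% = DMSO wells and 100% = thioflavine S control wells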
#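 System: Hepatitis C virus NS3 helicase domain fragment enzyme | Reagent: Annealed dual-labelled DNA beacon duplex, ATP-started | Compound dosing: 10.9 µM single point, 0.8% DMSO | Incubation: 1 h reaction at 25 °C, ATP-initiated | Technique: Cy5 fluorescence | Evaluation: Percent inhibition from t60/t0 fluorescence ratio | Benchmarks: Low DMSO, high thioflavine S at 110 µM | Replication: Singlicate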
# VIM-2 inh – VIM-2 metallo-beta-lactamase inhibitors, primary screen, biochemical, epi-absorbance readout, Pseudomonas aeruginosa enzyme. 290,000 compounds, 0.89% hits. inhibition, % at 5.6 µM. AID 1527, 2009. purified VIM-2, nitrocefin hydrolysis, epi-absorbance fluorescence;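 active = inhibition above the mean of all tested compounds plus 3 SD, cutoff set per screening run, cut at about 7.5% in these data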;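 also: red hydrolysis product quenches plate fluorescence so inhibitors raise well fluorescence; 0% = enzyme with DMSO and 100% = DMSO without enzyme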
# IDE act – human IDE activators in live cells, primary screen, fluorescence polarization, HEK cells, FAbeta-B substrate. Insulin-degrading enzyme (Homo sapiens), P14735. FAbeta-B cleavage; 0% vehicle, 100% cell-free pure enzyme wells. activation, % at 5.96 µM. 340,000 compounds, 0.073% hits. AID 493087, 2011;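 active = activation above the mean of all tested compounds plus 3 SD, set per screening campaign, cut at about 17% in these data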
# p-CIP stab down – p/CIP-EGFP fusion destabilizers, primary screen, fluorescence, F442A cells | 16 h | AID 1984, 2009 | 290,000 compounds, 0.01% hits | decrease of EGFP signal, % at 10 µM;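 active = EGFP signal decrease of at least 30% at 10 µM or well 3 SD below plate mean, unless failing retest; inactive = the rest, including hits failing retest or dose response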; also: some compounds called inactive have numbers as strong as hits; many of its hits are not listed in these tables
# The depositor's hits bear a star; / = no result given; & = joins results of further samples. Compounds as they come, and some 3.2% of all compounds hit somewhere here.
# Values run as follows: IMP-1 inh	GalR3 antagonist	CRFR2-BP antag	SUMO HTRF inh	IDE inh	NS3 helicase inh	VIM-2 inh	IDE act	p-CIP stab down
- N#Cc1ccc(C(=O)N2CCN(S(=O)(=O)c3ccc(Br)s3)CC2)cc1
→ -4.7	-6	5	7	3	0	-1.2	5	-6
- COC(=O)C1=C(C)N(Cc2ccccc2)C(=NCc2ccc(OC)cc2)N[C@H]1c1cccc(F)c1
→ -2.1	-5	-15	2	3	-93	-1.6	5	-2
- CCc1ccc(CN2CCCC(CNS(=O)(=O)c3ccc(OC)cc3)C2)cc1 (stereo unspecified)
→ -5.0	-7	-13	5	6	-18	-0.8	7	-7
- Cc1c(/C=N/Nc2nc3ccccc3[nH]2)c2ccccc2n1C
→ -2.6	-3	-10	-40	6	-44	-2.4	1	-6
- COC(=O)CN(c1ccc(C(C)C)cc1)S(=O)(=O)c1c(C)[nH]c(=O)[nH]c1=O
→ -3.0	-2	20	0	1	-5	-2.1	2	-8
- C=CCn1c(=NC(=O)CC)n(C)c2ccccc21
→ -1.9	-3	24	10	0	4	-3.3	5	0
- CCCOC(=O)c1ccc(Oc2coc3c(CN(CC)CC)c(O)ccc3c2=O)cc1
→ -2.4	-2	10	36	20*	-1	0.0	-9	3
- COc1ccc(Cc2noc(CN(C)CC(O)c3ccccc3)n2)cc1OC (stereo unspecified)
→ -0.7	-2	-3	-4	3	-2	-1.6	4	7
- COc1ccc(CN2CCCN(C)CC2)c(OC)c1C
→ -0.5	0	0	15	0	7	1.2	-1	-76
- COc1ccccc1C(=O)NC(=O)COC(=O)CNC(=O)c1ccccc1F
→ /	-4	5	/	-2	/	/	3	/
- CC(=O)Nc1cccc(NC(=O)C(=O)NCC(c2ccco2)N2CCc3ccccc32)c1 (stereo unspecified)
→ /	-3	1	/	1	/	/	2	/
- COc1ccc(NC(=O)CCN2C(=O)c3ccccc3S2(=O)=O)c(OC)c1
→ -3.4	-2	11	-4	0	3	-0.2	4	4
- O=C(O)C1CC(=O)N(CCOc2ccccc2)C1 (stereo unspecified)
→ -2.4	-1	63*	1	1	5	0.6	1	-6
- O=[N+]([O-])c1ccc(S(=O)(=O)NNC(=S)NCCc2ccccc2)cc1
→ -2.9	-4	-4	6	0	5	-4.4	4	-4
- CC1(C)C(=O)OC(c2ccccc2)C2(CCCC2)C1=O (stereo unspecified)
→ -2.3	1	10	18	2	-2	-2.4	2	-21
- CCOC(=O)C1=NN(c2ccccc2C)C2=NC(C)=C(C(=O)OC)C(c3cccc(OC)c3)N12 (stereo unspecified)
→ -0.5	-1	-7	12	0	-9	0.6	2	-2
- CCNC(=O)NC1(C(=O)Nc2ccc3c(c2)OCCO3)CCCCC1
→ -2.4	-3	-5	-5	6	2	-2.9	6	-2
- CC1(C)C2CCC1(CS(=O)(=O)NCc1ccc(C(=O)O)cc1)C(=O)C2 (stereo unspecified)
→ -1.1	-4	13	3	1	-1	-2.4	-1	2
- COc1ccc2[nH]c(=O)c(CN(Cc3ccccc3)C(=S)NCC3CCCO3)cc2c1 (stereo unspecified)
→ -2.6	0	-4	13	1	-2	-7.0	5	4
- CCO[C@H]1OC(C(=O)Nc2ccccc2)=C[C@@H](C)[C@@H]1CCCO
→ -3.7	-4	1	7	3	0	-2.7	3	-2
- CCCn1c(SCC(=O)Nc2nnc(C(C)C)s2)nc2c1c(=O)n(C)c(=O)n2C
→ 2.2	-4	4	2	-1	12	-1.2	4	-15
- CCOc1ccc(C(=O)NC(=S)Nc2ccccc2OC)cc1[N+](=O)[O-]
→ -0.9	0	3	-5	-5	-1	-1.3	0	-12
- COc1ccc(CCNC(=O)CSc2nc3sc(C(=O)O)c(C)c3c(=O)[nH]2)cc1OC
→ -1.7	-2	9	2	0	1	-1.0	0	8
- COCCn1c(SCC(=O)Nc2cccc(C)n2)nnc1-c1ccco1
→ -2.7	-6	19	2	-2	-14	1.2	0	-11
- O=C(NCc1ccc2c(c1)OCO2)c1cc2ncc(Br)cn2n1
→ -0.5	0	-9	39	-6	3	-3.8	4	-13
- COc1cc(OC)c(OC)cc1/C=C(\C#N)C(=O)NCc1cccs1
→ -2.1	-2	-12	-3	/	-5	-1.0	3	11
- O=C(O)c1cc(-c2ccc(/C=N/NC(=S)Nc3ccccc3)o2)ccc1Cl
→ -1.4	-1	1	-3	6	16	2.9	/	8
- CCOC(=O)c1[nH]c(C)c(CN(CCc2ccccc2)C(=O)CCC(=O)O)c1C
→ -0.1	-3	12	24	-1	-5	0.1	-3	-16
- Cc1ccc(-c2cc(C(=O)Nc3ccccn3)c3ccccc3n2)o1
→ -4.3	-10	3	20	4	22	-3.8	-8	-100
- O=C(CCC(=O)N1CCCC1)Nc1ccc([N+](=O)[O-])cc1
→ -3.3	5	-16	25	2	-4	-2.1	2	-14
- CCN1/C(=C2\SC(=S)N(Cc3ccccc3)C2=O)Sc2ccccc21
→ -1.6	-2	-67	-8	2	-10	-2.0	-3	0
- O=S(=O)(c1cccc2cccnc12)N1CCN(c2ccc(F)cc2)CC1
→ -3.6	0	-5	6	-3	1	-2.3	0	-10
- O=C(NCC1CCCCC1)c1cc2ccccc2cc1O
→ -3.4	-2	-15	3	3	10	-0.3	1	6
- CCN(CC)CCn1c2c(c(SCC(=O)Nc3nc(C)cs3)nc1=O)CCCC2
→ /	-2	-1	/	0	/	/	0	/
- Cc1ccc(-c2cc(C(=O)N/N=C\c3cnn(C)c3C)c3ccccc3n2)cc1C
→ -6.0	-5	-25	-6	4	-5	-3.9	0	6
- Cc1nn(CCC(=O)NNC(=S)Nc2ccc(F)cc2)c(C)c1[N+](=O)[O-]
→ -3.2	-6	-2	4	1	1	-1.4	-3	4
- Nc1ccc(S(=O)(=O)Nc2ccnn2-c2ccccc2)cc1
→ /	-1	-24	0	-1	/	/	8	1
- COC(=O)c1cccc(C23CC4(C2)[C@H](CN(Cc2ccc(C(F)(F)F)cc2)[C@@H]4c2ccccc2)C3c2ccc(C(F)(F)F)cc2)c1 (stereo partly specified)
→ /	-4	-1	-2	-6	/	/	/	5
- CCN(CC)S(=O)(=O)c1ccc(C(=O)NCC(c2cccs2)N2CCOCC2)cc1 (stereo unspecified)
→ -5.1	-10	-22	-11	-3	-5	-4.5	9	3
- O=C(N/N=C/c1cccnc1)c1ccc(Cl)c(Cl)c1
→ /	-2	0	/	2	/	/	3	/
- Cc1ccc(-n2ncc3c(NCc4cccnc4)ncnc32)cc1C
→ 3.8	-8	-11	2	0	11	-0.7	6	-5
- Cc1cccc(C(=O)Nc2ccc(O)cc2)c1
→ -2.0	0	3	/	4	-3	-0.8	2	/
- CCCCN(CCCNC(=O)c1ccc(CS(=O)(=O)c2ccc(OC)cc2)o1)Cc1ccccc1
→ -1.2	0	5	9	-4	-19	-2.5	5	-9
- COc1ccc(NC(=O)CCCN2C(=O)/C(=C\c3ccco3)SC2=S)cc1
→ -0.4	-1	13	41	-1	23	-1.6	9	-8
- COc1ccc(Nc2nc(N3CCCC3)nc3ccccc23)c(OC)c1
→ -0.6	-3	7	2	0	-22	31*	-1	2
- CC(=O)Nc1ccc(Nc2nc(-c3ccccc3)nc3ccccc23)cc1
→ -0.9	-4	-29	-5	-1	-7	1.8	-6	4
- CCN(CC)C(=O)C1CCCN(Cc2ccccc2C(F)(F)F)C1 (stereo unspecified)
→ -1.8	-3	-1	13	8	-3	-1.0	5	-11
- CCOC(=O)CC1CCCCN1Cc1cn(C)nc1-c1ccc2c(c1)OCCO2 (stereo unspecified)
→ -1.1	0	4	7	5	0	-0.3	3	-23
- Cc1ccc(OC(=O)CCN2C(=O)c3ccccc3C2=O)cc1C
→ -1.1	-6	6	16	2	7	-2.0	4	3
- CC(=O)c1cnn(-c2cc(Oc3ccccc3C)ncn2)c1C
→ -0.2	-4	-4	-11	5	9	-2.6	2	5

# Remaining list, next part
# Values run as follows: IMP-1 inh	GalR3 antagonist	CRFR2-BP antag	SUMO HTRF inh	IDE inh	NS3 helicase inh	VIM-2 inh	IDE act	p-CIP stab down
- Cc1ccc(NC(=O)C2CCCN2C(=O)c2cccs2)c(C)c1 (stereo unspecified)
→ -0.5	-6	-7	10	-8	1	1.2	6	-10
- CC(=O)OC1CCC2(C)C(=CCC3C2CCC2(C)C3CC3OC4(CCC(C)CN4)C(C)C32)C1 (stereo unspecified)
→ -0.4	-2	5	22	/	-40	1.8	1	-9
- O=C(Nc1cccc(C(=O)O)c1)/C(=C\c1ccco1)NC(=O)c1ccccc1Cl
→ -2.6	-7	-4	1	0	5	-6.0	-6	-5
- COc1ccc(Cn2c(C)c(C)c(C#N)c2NC(=O)Nc2ccccc2)cc1
→ -3.0	1	-18	18	1	-8	-3.8	0	-3
- FC(F)c1nnc2ccc(Cl)nn12
→ -2.2	-7	-1	6	7	0	-0.8	3	3
- O=C(c1cnn(C(=O)c2ccccc2F)c1)c1ccccc1O
→ /	-5	-14	/	-6	/	/	-2	/
- O=C(NNC(=S)Nc1ccccc1)c1cc(-c2cccnc2)nc2ccccc12
→ -2.8	-5	-2	-41	2	-2	-6.7	3	2
- Cn1nccc1C(=O)NC1CCCc2c1cnn2-c1ccc(C(C)(C)C)cc1 (stereo unspecified)
→ -3.5	109*	-12	-11	7	0	-3.6	7	-28
- CCCN1CCN(CCCNC(=O)CN2C(=O)c3cccnc3Oc3ccc(C)cc32)CC1
→ 0.0	-5	15	17	-1	7	-0.1	6	1
- Cc1cc(S(=O)(=O)NCCC2=CCCCC2)ccc1Br
→ /	-3	5	/	-1	/	/	2	/
- Cn1c(=O)c2c(nc(NCCO)n2C)n(C)c1=O
→ 0.4	-4	10	9	-6	7	-1.9	-1	4
- CN1CCN(c2ccc(NC(=O)c3ccc4c(c3)OCO4)cc2)CC1
→ -3.9	-1	9	6	0	2	18*	3	4
- COC(=O)[C@H]1[C@H]2C[C@H]3c4[nH]c5ccccc5c4CCN3C[C@@H]2CC[C@@H]1O
→ /	-4&-2	24&11	/	5&2	/	/	3&6	/
- CCc1c(C)nc(SCCOc2ccc(OC)cc2)[nH]c1=O
→ -3.5	11	-9	0	-1	-9	1.3	3	-13
- CCc1nnc(NC(=O)CSc2nc3c(cc2C#N)CCCC3)s1
→ 0.0	2	-5	-7	2	-1	-0.1	-4	-1
